# Compound activity as filed in PubChem BioAssay.
# GAA glycogen mod = GAA glycogen-cleavage inhibition or activation; P10253; recombinant GAA, glycogen substrate, Amplex Red glucose oxidase fluorescence; Potency, µM (titrated, usually from 76.4 µM), for the others: at the highest dose activity change, negative = inhibition, usual class: inhibitors; 300,000 tested, 0.38% active;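 further: 0% = full enzyme reaction and -100% = no-enzyme basal signal; the screen sought inhibitors and activators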
#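 Natural-substrate format: glycogen cleavage by 4 nM human enzyme, glucose read by Amplex Red coupling (Ex 573, Em 610 nm). Normalized to enzyme and no-enzyme controls.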
# Tau FP inhib = tau fibrillization inhibition (FP). P10636. K18 P301L tau heparin fibrillization, Alexa594 FP, 6 h. Potency, µM (doses to about 57.7 µM), for the others: top-dose activity, negative = inhibition, most hits filed as inhibitors. 280,000 tested, 0.39% active; further: on the % scale 0 is the no-effect control and ±100 the full control effect; nearly all actives have a fitted effect of over 55% in size
# Target sequence (P10636 561-689 P618L limits assumed): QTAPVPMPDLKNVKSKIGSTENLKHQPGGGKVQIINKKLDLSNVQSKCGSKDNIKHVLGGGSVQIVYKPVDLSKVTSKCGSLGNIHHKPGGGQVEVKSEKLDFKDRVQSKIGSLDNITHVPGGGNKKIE
#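 Heparin (20 uM) drove fibril formation of recombinant tau K18 P301L, 15 uM unlabeled with 0.24 uM Alexa 594 label, for 6 hr at 37 C in 100 mM sodium acetate pH 7. Fluorescence polarization (555/632 nm) read 1 hr after 30 uM ThT.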
# aGal spleen mod = alpha-galactosidase A (human) modulation; P06280; human spleen homogenate, 4MU-alpha-Gal fluorescence, 40 min; Potency, µM (doses to about 80 µM), without a hit: top-dose activity change, negative = inhibition, actives largely listed as inhibitors; 240,000 tested, 0.008% active; AID 2107;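 further: 0% = enzyme with vehicle and -100% = no enzyme basal signal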
# Target sequence (P06280 32-429 limits assumed): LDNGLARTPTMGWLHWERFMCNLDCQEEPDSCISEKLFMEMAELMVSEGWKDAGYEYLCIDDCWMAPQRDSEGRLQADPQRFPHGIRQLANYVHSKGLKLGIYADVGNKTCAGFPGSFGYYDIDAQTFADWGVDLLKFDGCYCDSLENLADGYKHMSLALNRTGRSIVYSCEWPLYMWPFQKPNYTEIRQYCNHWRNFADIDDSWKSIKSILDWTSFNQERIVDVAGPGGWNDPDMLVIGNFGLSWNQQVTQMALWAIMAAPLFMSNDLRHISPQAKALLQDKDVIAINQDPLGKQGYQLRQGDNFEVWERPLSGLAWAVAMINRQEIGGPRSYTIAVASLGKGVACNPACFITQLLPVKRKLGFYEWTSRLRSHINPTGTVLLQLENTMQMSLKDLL
#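 Spleen homogenate 1 ug + cpd (titration) + 4-MU-alpha-D-galactopyranoside 1 mM; 37C 40 min; 50 mM citrate/phosphate pH 5.0, 0.01% Tween-20; stop pH 10; fluorescence 365/440; AC50 via Hill.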
# Tau fluor cs = counter-screen for tau fibril formation inhibitors. tau K18 P301L Alexa594 fluorescence, heparin fibrillization. Potency, µM (top dose mostly 57.7 µM), without a hit: top-dose activity change, negative = decrease. 280,000 tested, 0.93% active. AID 1463; further: on the % scale 0 is the no-effect control and ±100 the full control effect; nearly all actives have a fitted effect of over 55% in size
#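 Human K18 P301L tau (15 uM unlabeled plus 0.24 uM Alexa 594-labeled, final) in 100 mM sodium acetate pH 7 was mixed with compound and 20 uM heparin and incubated 6 hr at 37 C.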
# HTT ATP protect = cytoprotection in Huntington HTT-Q103 PC12 cell model | Potency, µM (doses to about 56.4 µM), without a hit: cytoprotection (ATP increase), usual class: activators | PC12 HTT-Q103 induced, cytoprotection, ATP luminescence, 40 h | 230,000 tested, 0.14% active;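 further: % of control where 0% means no effect; nearly all actives have a fitted effect of over 45% in size; toxic huntingtin expression switched on by the ecdysone agonist tebufenozide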
#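 ATP quantification (ATPlite) reports survival of PC12 cells in which tebufenozide, 100 nM final, switches on Htt exon 1 with 103 glutamines linked to GFP; compounds are titrated.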
# Tau ThT inhib = tau fibrillization inhibition (ThT binding); P10636; recombinant tau K18 P301L (four-repeat tau fragment), heparin-induced fibrillization, ThT fluorescence; Potency, µM (titrated, usually from 57.4 µM), without a hit: at the highest dose activity, negative = inhibition, actives largely listed as inhibitors; 270,000 tested, 2.1% active; AID 1460; further: on the % scale 0 is the no-effect control and ±100 the full control effect; nearly all actives have a fitted effect of over 55% in size
#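 K18 P301L tau (15 uM + 0.24 uM Alexa 594-tagged), heparin 20 uM, NaOAc pH 7, 6 h 37 C; ThT 30 uM, 1 h RT, ex 450/em 510 nm.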
# GAA inh = blocks human lysosomal alpha-glucosidase; P10253; purified human GAA, 4-MU-alpha-glucoside fluorescence; Potency, µM (highest dose often 76.9 µM), for inactives: at the highest dose activity change, negative = inhibition, hits mostly inhibitors; 200,000 tested, 0.005% active; AID 1466;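 further: plate controls were uninhibited enzyme wells for no effect and no-enzyme background for full effect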
#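 Compounds are titrated up to 77 uM against 4 nM human enzyme. Substrate 4-methylumbelliferyl-alpha-D-pyranoside (400 uM) reacts 20 min at room temperature in pH 5.0 buffer; liberated 4-methylumbelliferone is read at 440 nm.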
# GAA spleen mod = lysosomal alpha-glucosidase (human) modulation; P10253; human spleen homogenate, 4-MU-alpha-glucoside fluorescence; Potency, µM (doses to about 79.9 µM), for inactives: top-dose activity change, negative = inhibition, usual class: inhibitors; 240,000 tested, 0.006% active; AID 2112;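 further: 0% = enzyme with vehicle and -100% = no enzyme basal signal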
#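 Compounds were titrated against alpha-glucosidase in spleen homogenate at pH 5.0, with 1 mM 4-methylumbelliferyl substrate for 40 min at 37 C. Reactions were quenched with pH 10 NaOH/glycine and fluorescence measured.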
# The depositor's hits bear a star; ? = inconclusive; . = no result given; & = joins results of further samples; [ ] = dose if it differs, or a comment. The call rests on the fitted dose curve; in most records, active means well fitted curve in the direction sought with a large enough effect; inconclusive means small, poorly fitted or top-dose-only effect, or another doubt; inactive means no such curve, though single readings can be large; an effect the other way counts as inactive or inconclusive. Potency means the concentration at half of the fitted maximal effect. Not all compounds are listed; the hit share may differ from the screen's.
# Below each compound – Tau FP inhib, GAA inh, GAA spleen mod, Tau ThT inhib, GAA glycogen mod, aGal spleen mod, HTT ATP protect, Tau fluor cs
CN1CCC(O)(c2ccccc2)C2CCCC21 (centres undefined)
→ 1%, -3%, -10%, 2%, 5%, -3%, 6%, 7%
COC1=C[C@@H]2[C@@H]3Cc4ccc(OC)c(O)c4[C@]2(CCN3C)CC1=O
→ -11%, ., -10%, -14%, ., 13%, 12%, -11%
COc1ccccc1N1CCN(Cc2ccc(F)cc2)CC1
→ -1%, 3%, 7%, 0%, 9%, 9%, -15%, -8%
CCCCCCCCCCCCCC(=O)OC1C(C)[C@@]2(O)C(C=C(CO)C[C@]3(O)C(=O)C(C)=C[C@H]23)[C@@H]2C(C)(C)[C@]12OC(C)=O (some centres undefined)
→ -7%, ., -5%, -2%, ., 9%, -91%[inhibitor], -7%
CC(C)CCn1c(=O)c(C(=O)NCc2ccco2)c(O)c2ccccc21
→ -9%, ., -3%, 2%, 1%, -5%, 10%[10 µM], -7%
Cc1cccc(C)c1OC(=O)Cc1ccccc1
→ 3%, 2%, 2%, -11%, 7%, -4%, -27%, -9%
COC(=O)C1(O)CC2OC1(C)n1c3ccccc3c3c4c(c5c6ccccc6n2c5c31)C(=O)NC4 (centres undefined)
→ 11%[11.6 µM], ., 6%[17.4 µM], ?, ., 2%[17.5 µM], -319%[inhibitor][10 µM], -28%[11.6 µM]
Nc1ncnc2c1ncn2[C@@H]1O[C@H](COP(=O)(O)CP(=O)(O)OP(=O)(O)O)[C@@H](O)[C@H]1O
→ -5%, ., -3%, 6%, ., 10%, -24%, -4%
COC(=O)N1CCN(C(=O)Cc2ccc(Cl)c(Cl)c2)[C@H](CN2CCCC2)C1
→ -1%, ., 8%, -15%, ., -7%, 3%, -12%
CCN(CC)P(=O)(Oc1cccc(C)c1)N(CC)CC
→ 0%, -2%, 2%, -5%, -1%, 3%, 1%, -10%
S=c1[nH]nc(C2CC2)n1Cc1ccccc1
→ ?, 8%, -1%, 5%, -10%, -12%, -6%, -2%
CNC(=O)O/N=C(\C)Cc1nnn(-c2cc(C)on2)n1
→ 1%, ., -11%, 5%, -1%, 8%, 14%[10 µM], 1%
CN1C2CCC1CC(C(=O)OC(CO)c1ccccc1)C2 (centres undefined)
→ 7%, ., -1%, -5%, ., 10%, -34%[inhibitor], 0%
O=C(NC(Cc1cnc[nH]1)C(=O)O)c1ccccc1 (centres undefined)
→ 0%, 6%, -1%, 4%, ?, -5%, ., 2%
NC(=NCc1ccc(Cl)cc1)SCCCc1cnc[nH]1
→ -5%&-1%, ., 2%&7%, -3%&-10%, ., 6%&-5%, -175%&-40%[inhibitor], -6%&-8%
c1ccc(CCN2CCC(N3CCN(c4ccccc4)CC3)CC2)cc1
→ 0%, -7%, -5%, ?, 1%, 2%, 3%, -6%
CN1Cc2ccccc2[C@@H]2c3cccc4[nH]cc(c34)C[C@H]21
→ ?, ., 3%&0%, 11µM*, ., -6%&7%, -40%&-54%[inhibitor], ?
COc1cc(/C=C/C(=O)c2c(O)n(CCc3ccccc3)c(=O)[nH]c2=O)ccc1O
→ -10%, ?, -9%, ?, ?, 0%, -2%[10 µM], -13%
CCCC1C(C#N)=C(N)Oc2c1c(=O)oc1ccccc21 (centres undefined)
→ -5%, -3%, -1%, -12%, -1%, -2%, 11%[10 µM], -15%
Cn1c(O)c(C=NC2CCCCCC2)c(=O)[nH]c1=S
→ 1%, 8%, -5%, -6%, -8%, 7%, -5%, -1%
CC(C)(C)C(=O)C(Oc1ccc(Cl)cc1)n1cncn1 (centres undefined)
→ -8%, ., 2%, 1%, ., 6%, ., -10%
CC(N)Cc1c[nH]c2ccc(O)cc12 (centres undefined)
→ -1%&2%, ., 1%&4%, -19%&3%, ., 5%&13%, -49%[inhibitor], -10%&1%
CCN1CCN(Cc2cc(C(C)(C)C)c(O)c(C(C)(C)C)c2)CC1
→ 4%, 2%, -6%, ?, -24%, 5%, -12%, -18%
CCC1/C=C/C=CCC(C)C(O)[C@@](C)(O)C(=O)C(C)C(O)C(C)C(=O)C(C)C(O)C(C)C=CC(=O)O[C@H]2C(C)C(CC1)O[C@]1(CCC(C)C(CC(C)O)O1)C2C (some centres undefined)
→ -4%, ., 5%, ?, ., -19%, ., -25%
O=c1[nH]c(=O)n(-c2cccc3ccccc23)c(O)c1/C=N/N1CCCCC1c1cccnc1 (centres undefined)
→ 7%, -2%, -3%, -2%, 3%, 0%, -2%[10 µM], 1%
CC(Cc1ccsc1)NCc1cn[nH]c1-c1ccc(F)cc1F (centres undefined)
→ 6%, ., 3%, -5%, 2%, -12%, 9%[10 µM], -23%
O=C(c1cc(-c2ccccc2)nc2ccccc12)N1CCC2(CC1)OCCO2
→ -8%, -4%, -7%, -12%, 2%, -1%, -33%, -9%
Cc1cc(OCc2ccc([N+](=O)[O-])cc2)c2c3c(c(=O)oc2c1)CCCC3
→ 0%, -1%, 5%, -8%, 0%, -5%, 1%, -9%
COc1ccc(C(C)=O)cc1CC(C(=O)c1ccc(C)c(C)c1)N(C)C (centres undefined)
→ -2%, -23%, 1%, -2%, -6%, 3%, 0%[1.9 µM], -4%
CNCC/C=C\c1cccnc1
→ -6%, ., -1%, -10%, ., -3%, 10%, -8%

# 4 entries from above, reformatted:
Molecule	Tau FP inhib	GAA inh	GAA spleen mod	Tau ThT inhib	GAA glycogen mod	aGal spleen mod	HTT ATP protect	Tau fluor cs
CN1CCC(O)(c2ccccc2)C2CCCC21 (centres undefined)	1%	-3%	-10%	2%	5%	-3%	6%	7%
COC1=C[C@@H]2[C@@H]3Cc4ccc(OC)c(O)c4[C@]2(CCN3C)CC1=O	-11%	.	-10%	-14%	.	13%	12%	-11%
COc1ccccc1N1CCN(Cc2ccc(F)cc2)CC1	-1%	3%	7%	0%	9%	9%	-15%	-8%
CCCCCCCCCCCCCC(=O)OC1C(C)[C@@]2(O)C(C=C(CO)C[C@]3(O)C(=O)C(C)=C[C@H]23)[C@@H]2C(C)(C)[C@]12OC(C)=O (some centres undefined)	-7%	.	-5%	-2%	.	9%	-91%[inhibitor]	-7%

# Following part.
# Below each compound – Tau FP inhib, GAA inh, GAA spleen mod, Tau ThT inhib, GAA glycogen mod, aGal spleen mod, HTT ATP protect, Tau fluor cs
CN1C(=O)CC(c2ccccc2)Nc2ccccc21 (centres undefined)
→ 5%, ., -3%, ., 1%, 0%, 11%[10 µM], -5%
Cc1ccc(OCC(=O)Nc2ccc(Cl)cc2C(=O)c2ccccc2)cc1
→ -1%&6%, 7%, -2%, -2%&-8%, 11%[76.3 µM], 11%, 3%[10 µM], -4%&-16%
CCOc1ccc(Br)c(C2(O)CC(C)N(C)CC2C)c1 (centres undefined)
→ 3%, -3%, -7%, 1%, 5%, 5%, -8%, 15%
CCc1ccc(NC(=O)Cn2c(=O)oc3cc(S(=O)(=O)NCc4ccccc4)ccc32)cc1
→ ?, ., ., -3%, -18%[76.3 µM], ., ., -16%
CN(C)CCn1cnc2ccccc21
→ -9%, ., -5%, -11%, -1%, 8%, 0%[10 µM], -12%
CCCc1nc(SC)ncc1C(=O)Nc1ccc(Cl)cc1C(=O)c1ccccc1
→ -1%, ., ., -5%, 3%[76.3 µM], ., ., -14%
CC1C2Cn3c(nc4ccccc43)C1N(C)O2 (centres undefined)
→ 1%, ., 0%, 7%, 7%, -11%, -19%[10 µM], 9%
CC1CCC(C(C)C)C(OC(=O)COC(=O)c2ccccc2N)C1 (centres undefined)
→ 6%, ?, -2%, -2%, -14%, -1%, -10%[10 µM], -1%
O=c1[nH]c(=O)n(-c2cccc3ccccc23)c(O)c1C=NCc1ccc2c(c1)OCO2
→ 11%, ?, -1%, -9%, -1%, 2%, -11%, -4%
CNC(=O)c1cccn(Cc2cc(C(F)(F)F)cc(C(F)(F)F)c2)c1=O
→ 4%, -8%, -1%, -1%, -23%, 3%, 2%, -5%

# Record cards (already shown):
# CC1C2Cn3c(nc4ccccc43)C1N(C)O2 (centres undefined) as listed: Tau FP inhib: 1%; GAA inh: .; GAA spleen mod: 0%; Tau ThT inhib: 7%; GAA glycogen mod: 7%; aGal spleen mod: -11%; HTT ATP protect: -19%[10 µM]; Tau fluor cs: 9%
# CN1C(=O)CC(c2ccccc2)Nc2ccccc21 (centres undefined) as listed: Tau FP inhib: 5%; GAA inh: .; GAA spleen mod: -3%; Tau ThT inhib: .; GAA glycogen mod: 1%; aGal spleen mod: 0%; HTT ATP protect: 11%[10 µM]; Tau fluor cs: -5%
# CCCc1nc(SC)ncc1C(=O)Nc1ccc(Cl)cc1C(=O)c1ccccc1 as listed: Tau FP inhib: -1%; GAA inh: .; GAA spleen mod: .; Tau ThT inhib: -5%; GAA glycogen mod: 3%[76.3 µM]; aGal spleen mod: .; HTT ATP protect: .; Tau fluor cs: -14%

# (cont.)
# Below each compound – Tau FP inhib, GAA inh, GAA spleen mod, Tau ThT inhib, GAA glycogen mod, aGal spleen mod, HTT ATP protect, Tau fluor cs
CC/C(=N\N1CCN(C)CC1)c1c(O)[nH]c(=O)[nH]c1=O
→ 8%, -12%, -5%, -3%, 8%, -1%, 24%[10 µM], 5%
CCCCCCn1c(O)c(C=NCCCn2ccnc2)c(=O)[nH]c1=O
→ -5%, 2%, -7%, 1%, -2%, ?, 6%[10 µM], 1%
COc1ccc(NP(=O)(Oc2cccc(C)c2)Oc2cccc(C)c2)cc1OC
→ 12%, ., 2%, -17%, -6%, 1%, 6%[10 µM], -17%
NC(=O)c1cc([N+](=O)[O-])cc([N+](=O)[O-])c1
→ -10%, ., -8%, -12%, ., -1%, 0%, -15%
C=CC1CN2CCC1CC2[C@@H](OC(=O)c1ccc(OC)cc1)c1ccnc2ccccc12 (some centres undefined)
→ 16%, -13%, -19%, -15%, 1%, -4%, ., -11%
CN1CCN(Cc2ccc(OC(F)(F)F)cc2)CC1
→ 0%, 0%, -6%, -11%, 5%, -1%, -20%, -9%
C/C=C1/CN2CC[C@]34C(=C(C=O)[C@@H]1C[C@H]23)Nc1c(O)cccc14
→ -8%, ., -13%, -16%, ., 3%, -5%, -12%
